FN deposition inh = inhibitors of fibronectin matrix deposition, primary screen, AH1F cells, Alexa488-fibronectin fluorescence, plate reader; AH1F fibroblasts, overnight; inhibition, % at 12.6 µM; 350,000 tested, 0.086% active;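 active = mean inhibition across replicates of 30% or more, regardless of how many single replicates reach that level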;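 also: positive control wells lacked labelled fibronectin entirely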
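Material: AH1F fibroblast monolayer depositing Alexa488-labelled fibronectin into matrix / Amount: 10000 AH1F cells per well / Signal: fluorescence 485/525 nm / Medium: DMEM, 2% serum / Compound: single dose, pinned / Incubation: 1 h cell adhesion before compound, then overnight fibronectin incubation / Reagent: Alexa488-FN, 24 nM final / Read-out: inhibition of fibronectin deposition signal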
PGC1a acetyl inh = inhibitors of PGC1a acetylation signal, primary screen, cell-based, U2OS, AlphaScreen, inhibitor mode | AlphaScreen anti-acetyl-lysine; with virally co-expressed GCN5 acetyltransferase | inhibition, % at 15.6 µM | 350,000 tested, 0.17% active;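 active = every replicate shows inhibition of at least 40%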;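 also: 0% = neutral control wells and 100% = positive control wells; some results beyond the cut were filed as inactive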
Cneo AK release = Cryptococcus neoformans cell lysis inducers, primary screen, AK release luminescence, single concentration | C. neoformans lysis, adenylate kinase release luminescence, 4 h; normalised: neutral wells 0, clomiphene wells 100 | lysis activity, % at 15 µM | 360,000 tested, 0.2% active;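 active = mean lysis activity across replicates of at least 80%, whatever share of replicates individually reach that level; inactive = mean lysis activity below 80%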
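Test system: log-phase Cryptococcus neoformans yeast cells. Input: 5 × 10^6 yeast cells/mL. Medium: fresh YPD growth medium. Doses: single dose. Incubation: static 4 h at 37 °C with compound, 1 h detection. Measured by: luminescent adenylate kinase detection reagent. Read-out: signal increase indicating cell lysis. Benchmarks: Clomiphene.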
PglD inh = C. jejuni PglD acetyltransferase inhibitors, primary screen, biochemical, DTNB colorimetric, single point. UDP-N-acetylbacillosamine N-acetyltransferase PglD (Campylobacter jejuni). purified PglD enzyme, DTNB colorimetric CoA detection. inhibition, % at 12.5 µM. 360,000 tested, 0.098% active; in the data active = inhibition above about 16%, passing the limit was not always enough; also: strong numbers were not always called active
miR-122 sensor = miR-122 Renilla sensor signal increase in Huh7, primary screen, miR-122 inhibitor project, cell-based, single point, plate reader | activation (reporter increase), % at 12.5 µM | 340,000 tested, 0.3% active | Huh7 miR-122 Renilla luciferase sensor, 48 h; neutral wells = 0, positive control = 100;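 active = mean replicate activation score at least 90 and every replicate individually at or above 90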;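 also: higher luciferase means less miR-122 activity so hits act as miR-122 inhibitors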
Statin myotox sup = suppressors of statin myotoxicity in C2C12 myotubes, primary screen, cell-based, single point, plate reader | rescue of ATP level, % at 7.49 µM | 330,000 tested, 0.78% active | AID 602340, 2012 | C2C12 myotubes + simvastatin, ATP luminescence, 48 h; scaled: DMSO 0, geranylgeraniol control 100;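 active = mean ATP rescue above about 67%, or every replicate alone reaching that limit, limit read from the data, passing the limit was not always enough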;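 also: myotubes were challenged with 10 µM simvastatin during compound exposure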
CFTR F508del cor = F508del CFTR correction, initial screen, CFBE line, single point | CFBE cells, YFP halide quenching; stimulated with forskolin plus potentiator P3; % fluorescence drop versus neutral controls | activity (quench increase), % at 7.58 µM | 350,000 tested, 0.36% active | AID 720511, 2013;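 active = mean added fluorescence quench of at least 8% versus neutral control, with both replicates also reaching 8%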;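 also: cells transiently co-express mutant CFTR-F508del with the halide-sensitive YFP; corrector assay measuring rescue of mutant channel to the surface after 24 h compound exposure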
INS-1E GSIS act = GLuc luminescence reporter in INS-1E cells, primary screen for activators of glucose-dependent secretion of insulin; INS-1E GLuc reporter insulin secretion, 2-3 h; 370,000 tested, 0.61% active; activation, % at 16.6 µM;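 active = lowest replicate activation of at least 40%, so every replicate reaches that level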;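 also: 0% = median of neutral control wells and 100% = median of IBMX positive control wells; some compounds called inactive have numbers as strong as hits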
* marks the source's active call; other numbers are inactive results; . = not tested or not shown; & = joins results of further samples; [ ] = remark or other dose.

SMILES	FN deposition inh	PGC1a acetyl inh	Cneo AK release	PglD inh	miR-122 sensor	Statin myotox sup	CFTR F508del cor	INS-1E GSIS act
CCCCCCCNC1=CC(=O)CC(c2ccccc2)C1 (stereo not given)	.	.	-7	-7	.	.	-2.2	16
COCCN(CCOC)C(=O)Nc1ccc(Cl)cc1	11	0	0	0	2	-4	-2.8	-8
CN1C(=O)c2cc(NC(=O)Nc3ccccc3F)ccc2OC[C@H]2O[C@H](CC(=O)NCc3ccc(-c4ccccc4)cc3)CC[C@H]21	0	-1	-2	0	4[16.7 µM]	8	1.0	10
O=C(O)c1cccc(N2C(=O)c3cc([N+](=O)[O-])cc4cc([N+](=O)[O-])cc(c34)C2=O)c1	4	.	0	0	-5	11	-2.7	-14
C#C[C@]1(O)CC[C@H]2[C@@H]3CCc4cc(OC)ccc4[C@H]3CC[C@@]21C	5&18	.	-1	2	0	6	8.4*	.
O=C(c1ccc(Br)o1)N1CCN(Cc2ccccc2Cl)CC1	-2	.	-1	6	-2	15	0.8	-7
CCOc1ccc(NC(=S)Nc2ccc(C)c([N+](=O)[O-])c2)cc1	5	12	8	-3	-3	.	.	.
O=C(NCc1cccc(C(F)(F)F)c1)c1ccc2sc([C@@H]3O[C@H](CO)[C@@H](O)[C@H]3O)nc2c1	.	6	-4	2	-1	-1	2.9	-2
O=C(COC(=O)c1cc(S(=O)(=O)N2CCCCC2)ccc1N1CCOCC1)c1ccc(Cl)cc1	-3	.	2	-1	.	7	-1.8	-7
O=C1c2ccccc2CN1C(CO)Cc1ccccc1 (stereo not given)	8	2	0	0	-3	2	-0.5	2
O=C(NC1CCCCCCC1)c1ccc(Br)cc1	1	-6	-1	-4	-2	.	-2.4	.
COc1ccc(S(=O)(=O)N2CCCCC2c2cc(C(=O)Nc3ccc(F)c(Cl)c3)no2)cc1 (stereo not given)	23	14	2	-2	3	-10	-2.9	-7
C[C@@H]1CN([C@H](C)CO)C(=O)Cc2cc(NS(=O)(=O)c3cccs3)ccc2O[C@@H]1CN(C)C(=O)NC1CCCCC1	-7	-4	-4	3	3[16.7 µM]	-4	0.6	23
CC(C)NC(=O)Nc1ccc2c(c1)C(=O)N([C@H](C)CO)C[C@H](C)[C@H](CN(C)C(=O)NC(C)C)O2	.	-4	53	1	0[16.7 µM]	23	-0.7	5
CCc1ccc(OCC(O)CN2CCN(CCO)CC2)cc1 (stereo not given)	-5	17	-2	4	6	-2	1.1	-6
COc1ccc(S(=O)(=O)Nc2ccc3c(c2)CC(=O)N([C@H](C)CO)C[C@@H](C)[C@@H](CN(C)C(=O)Nc2ccccc2)O3)cc1	.	-2	1	0	10[16.7 µM]	11	-0.6	18
O=c1[nH]c2ccc(Cl)cc2c(=O)n1Cc1ccco1	.	6	-1	-1	-4	-12	.	.
O=C(O)c1ccc(CNC(=O)c2ccc(Br)o2)cc1	.	-1	2	-3	-1	-3	-0.5	7
CCOC1=C2[C@@H](CN(S(=O)(=O)c3ccc(C)cc3)[C@H]2c2ccc(Cl)cc2)[C@H]2C(=O)N(c3ccccc3)C(=O)[C@H]2C1	.	7	0	-6	-1	-2	11*	1
CCC(=O)N[C@H]1C=C[C@@H](CC(=O)NCC2CCCCC2)O[C@@H]1CO	.	0	3	-4	1[16.7 µM]	0	0.9	22
O=C(C[C@@H]1CC[C@H]2[C@@H](COC[C@H](O)CN2S(=O)(=O)c2cccc(F)c2)O1)NCCCN1CCOCC1	7	-4	-4	1	5[16.7 µM]	0	-3.4	13
COc1ccccc1N(C)S(=O)(=O)c1ccc(C(=O)Nc2ccncc2)cc1	.	.	0	2	3	5	-0.6	-52
COc1cccc(-c2cnc3c(c2)C(=O)N([C@H](C)CO)C[C@@H](C)[C@@H](CN(C)CC2CC2)O3)c1	.	-5	.	.	0[16.7 µM]	-3	-0.7	.
C/C=C/c1cccc(-c2nc(C(=O)N3CCCCC3)cc3c2[C@H](CCO)N(C(=O)NC(C)C)C3)c1	-5&7	4	.	.	.	.	-0.4&1.4	1&8
COc1cccc(NC(=O)N(C)C[C@H]2OCc3ccccc3-c3c(n(C)c4ccccc34)C(=O)N([C@@H](C)CO)C[C@@H]2C)c1	-22	-65	0	1	.	.	-0.8	-13
CCOc1ccc(-c2c(C(=O)N/N=C(\C)c3ccccc3OC)nnn2-c2nonc2N)cc1	-3	0	3	-2	0	-31	-0.8	.
COCC(=O)Nc1ccc2c(c1)C(=O)N(C)C[C@@H](OC)[C@@H](C)CN(C(=O)Cc1cccnc1)[C@H](C)CO2	-9	7	0	-2	.	6	-2.2	11
COc1ccc(Cl)cc1-c1nc(-c2ccc(Br)o2)no1	14	0	-4	0	9	19	-0.5	.
O=C(c1cccs1)N1CCN=C1SCc1ccccc1	5	6	2	-2	-1	.	.	.
CN1CCc2ccccc2Cc2[nH]c3ccccc3c2CC1	-1	-7	1	0	5	-5	-3.5	.
C[C@H](O)C#Cc1ccc([C@H]2[C@H]3CN(C(=O)c4cccc(F)c4)CCCCN3[C@H]2CO)cc1	.	4	-3	2	4[16.7 µM]	-14	-2.3	0
COC(=O)C[C@H]1CC[C@@H](NC(=O)c2ccccc2)[C@@H](CO)O1	1	13	7	-3	.	1	0.3	5
COc1cc(C2C(C(=O)c3cccs3)=C(O)C(=O)N2CCN2CCOCC2)cc(OC)c1OC (stereo not given)	-1	7	5	3	8	3	0.7	10
CC(C)OCCCNC(=O)c1ccncc1	.	.	-2	0	-31	-14	.	.
Cc1nc(N2CCCC2)c2nnn(Cc3ccccc3Cl)c2n1	5	4	-2	-2	-2	76*	.	31
Cc1ccc(NC(=O)C2C3/C=C\CCCCC32)cc1 (stereo not given)	7	17	-1	8	-3	.	.	.
O=C(CCCc1ccccc1)NCc1cccnc1	3	19	1	-6	-3	2	.	.
O=C(N[C@H]1CC[C@@H](CCNS(=O)(=O)c2ccccc2Cl)O[C@H]1CO)c1ccccc1	.	-7	-1	-2	.	-1	-0.5	2
C[C@@H]1CN([C@H](C)CO)C(=O)Cc2cc(NC(=O)Cn3cnnn3)ccc2O[C@H]1CN(C)S(=O)(=O)c1ccccc1	.	-9	11	0	11[16.7 µM]	3	0.2	22
CC(=O)N(c1cccc(C)c1)S(=O)(=O)c1ccc(Cl)cc1	.	53*	-3	8	9	8	-2.3	-5
COC(=O)[C@H]1[C@@H](C)N(Cc2ccccc2)C(=O)N[C@H]1c1cccc(C(F)(F)F)c1	5	-12	-2	-2	5	0	1.0	-7
C[C@H](NC(=O)N(C)C[C@@H]1OCc2ccccc2-c2c(n(C)c3ccccc23)C(=O)N([C@@H](C)CO)C[C@@H]1C)c1ccccc1	7	-8	-3	-2	.	19	-0.6	-7
Cc1cc(C(=O)NC(C)C)on1	3	14	4	0	-6	.	.	12
COc1ccccc1Nc1nc(N)nc(CN2CC(C)CC(C)C2)n1 (stereo not given)	1	23	11	9	0	-4	-2.0	12
Cc1ccc(S(=O)(=O)Nc2ccc3c(c2)C(=O)N([C@@H](C)CO)C[C@H](C)[C@H](CN(C)S(=O)(=O)c2c(C)noc2C)OCCCC[C@@H](C)O3)cc1	-13	-16	2	38	7[16.7 µM]	.	-0.7	0
Cc1cccc(-c2nc(CS(=O)CC(=O)NC3CCCC(C)C3C)c(C)o2)c1 (stereo not given)	-2	9	0	-7	0	1	3.0	.
CS(=O)(=O)N(CC(=O)Nc1ccccc1Sc1ccccc1)C1CCCCC1	3	-9	0	1	-2	-3	.	.
CCOc1ccc(S(=O)(=O)Nc2cccc(C(=O)NCCCN3CCOCC3)c2)cc1	1	.	1	0	.	3	-0.5	1
O=C(CN1C(=O)CCSc2ccc(S(=O)(=O)N3CCCC3)cc21)Nc1ccccc1	3	-17	2	-1	0	11	3.3	17
CC(C)NC(=O)N(C)C[C@H]1OCCCC[C@H](C)Oc2ccc(NS(=O)(=O)c3ccccc3)cc2C(=O)N([C@H](C)CO)C[C@@H]1C	.	0	0	0	-2[16.7 µM]	.	-0.8	23
O=C(c1cccc(OC2CCN(Cc3ccc(F)cc3)CC2)c1)N1CCCC1	-3	-3	1	2	-8	-1	-0.2	15
O=C(NCC1CCCO1)/C(=C\c1ccccc1)NC(=O)c1ccccc1 (stereo not given)	12	-12	0	-2	-3	1	1.2	11
O=S(=O)(NCc1ccccn1)c1ccc(Br)s1	4	-3	-3	-5	16	10	.	.
CCOC(=O)COc1cccc2c(=O)n(CC(=O)N3CCc4ccccc43)ccc12	1	-9	-6	1	-7	11	-3.8	14
O=C(COC(=O)CCc1ccc(S(=O)(=O)N2CCCCC2)cc1)Nc1ccc2c(c1)OCO2	.	.	-3	-3	.	5	.	14
O=C(Nc1cc(F)ccc1F)N[C@H]1CC[C@H](CC(=O)N2CCc3ccccc3C2)O[C@@H]1CO	3	0	-6	-10	.	-10	-0.8	-14
O=C1Cc2cc(S(=O)(=O)Nc3cccc(F)c3)ccc2N1	3	5	0	-2	14	29	-1.3	1
CS(=O)(=O)c1ccc2nc(NC(=O)c3ccccc3Br)sc2c1	-6	17	-3	-7	-8	0	1.4	-6
Cc1c(C(c2ccc(Br)cc2)c2c(C)n(C)n(-c3ccccc3)c2=O)c(=O)n(-c2ccccc2)n1C	3	.	0	8	.	21	4.0	-34
COC1CCCCC1Nc1cccc(SC)c1 (stereo not given)	-8	-3	-1	4	-1	-13	.	.
O=C(Nc1ccccc1F)N1C[C@@H]2[C@H](c3ccccc31)[C@H](CO)N2C(=O)C1CCOCC1	20	24	-1	-6	0[16.7 µM]	-10	3.1	-2
Nc1c(N(Cc2ccccc2)C(=O)COc2ccc(F)cc2Cl)c(=O)[nH]c(=O)n1Cc1ccccc1	6	1	-1	4	.	18	-7.3	.

A different layout for 5 compounds above:
smiles | FN deposition inh | PGC1a acetyl inh | Cneo AK release | PglD inh | miR-122 sensor | Statin myotox sup | CFTR F508del cor | INS-1E GSIS act
O=C(NCC1CCCO1)/C(=C\c1ccccc1)NC(=O)c1ccccc1 (stereo not given) | 12 | -12 | 0 | -2 | -3 | 1 | 1.2 | 11
O=S(=O)(NCc1ccccn1)c1ccc(Br)s1 | 4 | -3 | -3 | -5 | 16 | 10 | . | .
CCOC(=O)COc1cccc2c(=O)n(CC(=O)N3CCc4ccccc43)ccc12 | 1 | -9 | -6 | 1 | -7 | 11 | -3.8 | 14
O=C(COC(=O)CCc1ccc(S(=O)(=O)N2CCCCC2)cc1)Nc1ccc2c(c1)OCO2 | . | . | -3 | -3 | . | 5 | . | 14
O=C(Nc1cc(F)ccc1F)N[C@H]1CC[C@H](CC(=O)N2CCc3ccccc3C2)O[C@@H]1CO | 3 | 0 | -6 | -10 | . | -10 | -0.8 | -14
